CHRM4 PAM – human M4 muscarinic receptor positive allosteric modulators, primary screen, CHO-K1 cells, Fluo-8 calcium fluorescence | CHO-K1 hM4/Gqi5, ACh EC20; 0% = ACh EC20, 100% = maximal ACh | activation, % at 3 µM | 360,000 compounds, 0.4% hits | AID 624126, 2012;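 active means activation above its plate's cutoff, the mean activation of sample wells plus 3 SD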; further: some results filed as inactive read as strong as hits
Target sequence (P08173 whole entry, looked up): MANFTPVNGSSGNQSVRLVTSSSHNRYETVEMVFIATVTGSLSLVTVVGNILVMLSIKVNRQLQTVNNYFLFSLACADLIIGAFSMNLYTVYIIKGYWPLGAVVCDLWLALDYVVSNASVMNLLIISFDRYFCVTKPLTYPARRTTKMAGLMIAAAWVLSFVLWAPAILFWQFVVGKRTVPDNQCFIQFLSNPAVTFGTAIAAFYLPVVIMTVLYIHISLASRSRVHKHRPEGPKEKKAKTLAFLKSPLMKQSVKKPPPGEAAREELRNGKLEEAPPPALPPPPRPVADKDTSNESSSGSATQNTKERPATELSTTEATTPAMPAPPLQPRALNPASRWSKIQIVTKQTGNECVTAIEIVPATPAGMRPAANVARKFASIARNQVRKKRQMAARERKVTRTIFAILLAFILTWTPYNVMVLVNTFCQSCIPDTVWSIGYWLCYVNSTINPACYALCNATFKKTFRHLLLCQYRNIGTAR
CHRM4 agonist – human M4 muscarinic receptor agonists, primary screen, CHO-K1 cells, Fluo-8 calcium fluorescence; CHO-K1 hM4/Gqi5; vehicle 0%, full acetylcholine response 100%; Muscarinic acetylcholine receptor M4 (Homo sapiens), P08173; AID 624127, 2012; activation, % at 3 µM; 360,000 compounds, 0.14% hits;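 active means activation above the run mean over all test wells plus 3 SD, cut at about 32% in these data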;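 further: peak over basal fluorescence ratio per well then scaled between controls; 0% = DMSO wells and 100% = acetylcholine at EC100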
CHRM5 antagonist – human M5 muscarinic receptor antagonists, primary screen, CHO cells, Fluo-8 calcium fluorescence. CHO-hM5 cells, ACh EC80. inhibition, % at 3 µM. Muscarinic acetylcholine receptor M5 (Homo sapiens), P08912. 360,000 compounds, 0.59% hits;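 active means inhibition above a per-plate cutoff, the mean of that plate's test compounds plus 3 SD, cut at about 27% in these data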;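 further: 0% = acetylcholine EC80 with DMSO and 100% = DMSO without agonist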
Target sequence (P08912 whole entry, looked up): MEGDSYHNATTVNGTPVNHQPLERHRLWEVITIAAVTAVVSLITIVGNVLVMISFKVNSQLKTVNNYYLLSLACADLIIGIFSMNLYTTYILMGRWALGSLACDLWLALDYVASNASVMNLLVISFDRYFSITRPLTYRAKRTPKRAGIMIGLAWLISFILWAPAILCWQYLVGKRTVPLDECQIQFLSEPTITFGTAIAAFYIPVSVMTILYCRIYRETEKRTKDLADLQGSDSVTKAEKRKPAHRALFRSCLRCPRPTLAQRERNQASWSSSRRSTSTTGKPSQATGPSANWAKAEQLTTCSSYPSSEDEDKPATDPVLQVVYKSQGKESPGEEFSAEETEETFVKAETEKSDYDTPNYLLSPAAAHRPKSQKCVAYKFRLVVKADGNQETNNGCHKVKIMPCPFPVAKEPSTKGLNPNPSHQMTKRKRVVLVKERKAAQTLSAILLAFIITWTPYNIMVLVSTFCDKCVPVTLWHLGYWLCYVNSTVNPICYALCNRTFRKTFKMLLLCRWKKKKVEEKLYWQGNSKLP
M5 ag – human M5 muscarinic receptor agonists, primary screen, CHO-K1 cells, Fluo-8 calcium fluorescence; 360,000 compounds, 0.19% hits; Muscarinic acetylcholine receptor M5 (Homo sapiens), P08912; CHO-K1 hM5 cells; 0% DMSO wells, 100% maximal acetylcholine response; activation, % at 3 µM;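 active means activation above the run's mean over test compounds plus 3 SD, cut at about 23% in these data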;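 further: signal is peak over basal fluorescence ratio across the kinetic read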
CHRM5 PAM – human M5 muscarinic receptor positive allosteric modulators, primary screen, CHO-K1 cells, Fluo-8 calcium fluorescence; Muscarinic acetylcholine receptor M5 (Homo sapiens), P08912; CHO-K1 hM5, ACh EC20 PAM; 0% = ACh EC20, 100% = ACh EC100; activation, % at 3 µM; 360,000 compounds, 0.3% hits;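 active means activation above the run cutoff, the mean activation of all test compounds plus 3 SD, cut at about 18% in these data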
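Measured by: Fluo-8 calcium fluorescence; material: human M5 receptor in CHO-K1 cells; schedule: Post-acetylcholine fluorescence recording 140 s; benchmarks: low control EC20 acetylcholine (0%), high control EC100 acetylcholine (100%); read-out: Max/basal fluorescence ratio as % of EC20–EC100 ACh window; compound: single dose, 3 µM nominal final test concentration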
M1 ag parental – counter-screen for M1 agonists: effect in parental CHO-K1 cells | 360,000 compounds, 0.48% hits | Fluo-8 calcium fluorescence; scaled to maximal ATP response, vehicle zero | activation, % at 3 µM; in the data active means activation above about 15%;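 further: untransfected CHO-K1 host cells lacking M1 receptor as counterscreen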
M1 PAM parental – nonselective calcium activators in parental CHO-K1 cells, primary screen, counter-screen for M1 PAM project, cell-based, Fluo-8 calcium fluorescence, full deck, 1536-well. ATP EC20; 0% at ATP EC20, 100% at ATP max. activation, % at 3 µM. 360,000 compounds, 0.02% hits;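 active means activation above the run cutoff, the mean activation of all test compounds plus 3 SD, cut at about 40% in these data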;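 further: peak over basal fluorescence ratio in a 140 s read after ATP addition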
CHO-K1 Ca antag – nonselective inhibitor or artifact in parental CHO-K1 cells. ATP-induced calcium, Fluo-8 fluorescence. inhibition, % at 3 µM. 360,000 compounds, 0.6% hits;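 active means inhibition above a per-plate cutoff, the plate's mean sample inhibition plus 3 SD, cut at about 24% in these data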;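 further: 0% = DMSO plus EC80 ATP and 100% = DMSO alone without ATP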
CHRM4 antagonist – human M4 muscarinic receptor antagonists, primary screen, CHO cells, Fluo-8 calcium fluorescence. Muscarinic acetylcholine receptor M4 (Homo sapiens), P08173. CHO-hM4 cells, ACh EC80. inhibition, % at 3 µM. 360,000 compounds, 0.73% hits;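 active means inhibition above its plate's cutoff, the mean inhibition of sample wells plus 3 SD, cut at about 27% in these data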;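 further: 0% = acetylcholine EC80 with DMSO and 100% = DMSO without agonist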
* hit, by the source's call; x = no result given. No enrichment for hits; overall some 2.7% were active at least once.

SMILES	CHRM4 PAM	CHRM4 agonist	CHRM5 antagonist	M5 ag	CHRM5 PAM	M1 ag parental	M1 PAM parental	CHO-K1 Ca antag	CHRM4 antagonist
O=C1c2[nH]nc(-c3ccccc3O)c2C(c2ccc(F)cc2)N1Cc1ccco1 (centres undefined)	-7	-1	-4	1	3	0.9	26	-8	5
CCc1nc2ccccc2c(C(=O)OCC(=O)Nc2ccc(S(=O)(=O)N3CCOCC3)cc2)c1C	-1	14	6	0	-5	1.9	23	-7	-8
COc1ccc(C2CC(=O)C=C(NCC3CCCO3)C2)cc1 (centres undefined)	0	0	-2	-5	1	0.0	16	-12	-3
CCCNC(=O)C1(C)CCCN(C(=O)c2ccc3sccc3c2)C1 (centres undefined)	-5	1	12	0	-3	0.5	-3	0	19
C/C(CC(=O)Nc1ccc2c(c1)OCCO2)=N\NC(=O)COc1cccc(C)c1	-3	2	12	-5	-5	-0.3	-15	0	-5
Cc1ccc(C)c(/C=C2\N=C(c3ccccc3F)OC2=O)c1	2	-1	7	-3	-3	0.6	11	1	-1
CCOc1ccc(S(=O)(=O)NCCC(=O)Nc2cccc(C(=O)OC)c2)cc1	0	3	-1	1	5	3.4	7	-14	-9
CC(C)(C)c1cc[n+](CC(=O)Nc2cc(C(F)(F)F)ccc2N2CCOCC2)cc1	-4	2	11	-17	-15	0.5	9	-12	2
O=C(c1ccc2oc(CCCc3ccccc3)nc2c1)N1CCCCC1CO (centres undefined)	0	2	-4	0	-4	0.9	-6	1	-5
Cc1sc2nc(SCC(=O)c3cc(C)n(CC4CCCO4)c3C)n(C(C)C)c(=O)c2c1C (centres undefined)	-5	1	0	2	-1	0.3	9	-5	0
Cc1ccc(S(=O)(=O)CC2CSc3nc(N)cc(=O)n32)cc1 (centres undefined)	13	0	-1	-2	4	0.1	18	-11	4
CCc1nnc(NC(=O)CSc2nnc(CNc3ccc(OC)cc3)n2C)s1	-2	1	2	-1	-4	0.4	-6	11	-2
Cc1ccc(N(CC(=O)NCc2ccc(F)cc2)C(=O)c2ccco2)cc1C	2	1	14	2	-5	0.2	12	-10	-15
COc1ccc(CNC(=O)C(C)N2C(=O)NC(c3ccccc3)(c3ccccc3)C2=O)cc1 (centres undefined)	-8	4	9	0	-4	0.8	13	-10	13
CCc1cc(=O)[nH]c(SCC(=O)NCc2ccc3c(c2)OCO3)n1	4	0	-1	-5	6	1.6	6	-9	-3
COc1ccc(C(=O)C=Cc2ccc3c(c2)OCO3)cc1OC	-7	4	1	0	0	1.0	9	-9	9
COC(=O)c1cc2ccsc2n1Cc1ccccc1F	-15	-3	12	-5	-14	-0.3	23	-11	10
O=C(C1CCN(CCCc2ccccc2)CC1)N1CCCCC1	9	0	1	-3	2	-0.1	-3	-15	0
NC(=O)C1CN(C(=O)c2nn(Cc3ccccc3)c(=O)c3ccccc23)c2ccccc2O1 (centres undefined)	2	4	7	1	-8	2.0	-18	3	-18
COc1ccc(NC(=O)C(c2cccc3ccccc23)n2c(=O)c(-c3ccco3)nc3ccccc32)cc1 (centres undefined)	10	0	-4	2	5	x	x	x	-2
COc1ccc(Cl)cc1-c1n[nH]c(=S)n1C1CCCCC1	8	-1	-4	-7	10	0.3	26	-13	-4
Cc1cc(C(=O)NCC2CCCO2)sc1C (centres undefined)	5	1	4	1	3	-0.2	7	21	4
CCOP(=O)(OCC)/C(=N/OC(=O)c1ccccc1C)C(N)=O	-8	0	-1	0	-3	0.4	18	-4	1
COc1cc(NC(=O)c2ccc(Cl)cc2Cl)ccc1-c1cc2ccccc2oc1=O	17	2	1	3	3	1.0	20	-18	0
S=C(Nc1ccccc1)N1CCn2c1nc1ccccc12	-3	0	4	-1	0	-0.6	3	-1	5
O=C(CCc1nc(-c2ccccc2)no1)NCC1CCCO1 (centres undefined)	12	0	0	0	1	0.1	-5	-4	1
NC(CCc1ccccc1)c1csc(NC(=O)Nc2ccccc2Oc2ccccc2)n1 (centres undefined)	1	13	4	2	4	0.1	-14	15	2
O=C(Nc1ccc2oc(=O)ccc2c1)c1ccc(-c2ccc(Cl)cc2)o1	2	0	0	-1	-3	-0.6	-6	2	3
C=CCN(CC=C)S(=O)(=O)c1ccc(F)cc1	-1	-1	-4	-5	0	0.1	17	-2	9
O=C(CCN1C(=O)c2ccccc2S1(=O)=O)N1CCN(c2ccccc2F)CC1	6	3	0	3	3	0.6	-8	3	0
Cc1ccn2cc(CC(=O)O)nc2c1	7	0	-8	-1	4	-0.2	6	4	-9
O=C(COC(=O)c1ccc(Cl)cc1)NCC1CCCCC1	-2	0	9	0	-2	-0.6	2	-5	-13
CCOc1ccccc1Nc1nc(-c2sc(NC(=O)c3ccco3)nc2C)cs1	6	5	18	0	-10	0.9	-19	-2	8
O=C(Nc1ccc(F)cc1)c1oc2ccccc2c1NC(=O)C1CC1	3	1	1	-5	1	0.0	8	5	-5
Cc1ccc(S(=O)(=O)NCc2c(Cl)cccc2Oc2ccccc2)cc1	-15	-1	1	-6	-2	0.7	1	1	-4
CSc1ncccc1C(=O)OCCCC(=O)c1ccc(F)cc1	10	-1	2	-4	0	-0.6	-3	-5	-8
COc1ccc2cc(Br)ccc2c1CC(=O)N(C)C	2	0	-17	-8	-2	-0.4	18	-16	-14
Cc1ccc(C)c(S(=O)(=O)N2CCCOC2CNC(=O)C(=O)NCCc2ccco2)c1 (centres undefined)	1	3	4	-2	-1	5.8	0	2	-2
CCc1nc(SCC(=O)Nc2ccc(N(C)C)cc2)c2ccccc2n1	-3	1	8	1	2	0.6	-2	-10	8
CCC(=O)OC1(C)C(=O)C=C2C=C(c3ccsc3)OC=C2C1=O (centres undefined)	-2	4	18	5	1	0.9	0	-8	13

At a glance, part of the list above:
SMILES	CHRM4 PAM	CHRM4 agonist	CHRM5 antagonist	M5 ag	CHRM5 PAM	M1 ag parental	M1 PAM parental	CHO-K1 Ca antag	CHRM4 antagonist
CCc1nc(SCC(=O)Nc2ccc(N(C)C)cc2)c2ccccc2n1	-3	1	8	1	2	0.6	-2	-10	8
CCC(=O)OC1(C)C(=O)C=C2C=C(c3ccsc3)OC=C2C1=O (centres undefined)	-2	4	18	5	1	0.9	0	-8	13

More compounds.
SMILES	CHRM4 PAM	CHRM4 agonist	CHRM5 antagonist	M5 ag	CHRM5 PAM	M1 ag parental	M1 PAM parental	CHO-K1 Ca antag	CHRM4 antagonist
FC(F)(F)c1cc(N2CCN(Cc3ccccc3)CC2)c2ccccc2n1	9	-2	-3	0	10	-0.2	-6	1	-5
O=C1C2C3CCC(C3NCc3ccccc3)C2C(=O)N1Cc1ccccc1 (centres undefined)	-4	6	6	-1	-8	2.0	0	3	0
Cc1cc(Br)ccc1NC(=O)C1CCN(C(=O)c2ccco2)CC1	-7	0	16	-4	1	-0.2	-5	-8	1
O=c1[nH]cnc2nc(-c3ccccc3)c(-c3ccccc3)nc12	0	0	-5	-9	-9	0.1	5	-2	0
CN1CCN(C(=O)c2ccc3c(c2)N(Cc2cccc(Cl)c2)C(=O)c2ccccc2S3=O)CC1 (centres undefined)	-2	0	1	-1	-3	-0.1	4	1	5
CCCCNc1nc(Cl)nc(Nc2ccc(C)cc2)n1	-6	-1	6	2	-2	0.0	-12	3	3
Cc1ccc(SC(CC(=O)c2ccc(C)cc2)C(=O)O)cc1 (centres undefined)	14	1	-7	-2	6	0.5	9	-5	3
OC(c1ccc(Cl)cc1)c1ncc(-c2cccc(F)c2)[nH]1 (centres undefined)	-4	5	12	1	-8	3.2	10	-12	3
COc1ccc(NS(=O)(=O)c2ccc(NC(=S)NC(=O)c3cccc(F)c3)cc2)nn1	-2	0	1	-2	2	0.0	16	-2	1
CCOC(=O)c1nnn(CC(=O)N2N=C(c3cccc4ccccc34)CC2c2ccccc2)c1C(=O)OCC (centres undefined)	5	0	-6	-2	-1	1.3	12	-7	1
COc1ccc(CNC(=O)C[C@H]2C[C@H](C(=O)N3CCCCC3)[C@@]3(C)c4[nH]c5cc(-c6ccco6)ccc5c4CCN3C2=O)cc1OC	-7	13	-7	1	5	3.4	1	-2	-14
CC(C)(C)NC(=O)C(c1ccccc1F)n1c(=O)c(-c2ccccc2)nc2ccccc21 (centres undefined)	5	-2	-7	1	0	x	x	x	-10
CCOc1cc(N2CCOCC2)c(OCC)cc1NC(=O)C(C)Oc1ccccc1 (centres undefined)	3	4	5	1	-4	-0.6	7	-3	-8
Cc1cc(C(=O)N/N=C/c2cccc(OC(=O)c3ccco3)c2)n[nH]1	2	3	5	0	-1	1.5	14	-11	4
Cc1ccnc(SCC(=O)Nc2cccc(S(=O)(=O)N3CCOCC3)c2)n1	3	3	11	-1	9	0.8	17	-14	-9
Cc1cccc(-n2c(C)cc(/C=N/NC(=O)c3cccc([N+](=O)[O-])c3C)c2C)c1	3	1	4	-5	-8	0.3	12	0	5
O=C(CSc1nc2c(sc3ccccc32)c(=O)n1Cc1ccccc1)NCC1CCCO1 (centres undefined)	0	0	6	1	2	0.4	20	1	1
CC1C(=O)Nc2ccccc2N1C(=O)c1ccccc1 (centres undefined)	-3	1	8	-2	-1	0.7	14	-6	4
CCCCSCCCNC(=S)Nc1ccccc1C	-4	1	3	-2	9	2.4	-6	-12	6
Cn1cc(/C=C2\SC(=S)N(NC(=O)c3ccccc3Cl)C2=O)c2ccccc21	1	4	4	2	-3	4.8	21	-4	7

Reprinted from the part before: 2 entries, then new ones.
SMILES	CHRM4 PAM	CHRM4 agonist	CHRM5 antagonist	M5 ag	CHRM5 PAM	M1 ag parental	M1 PAM parental	CHO-K1 Ca antag	CHRM4 antagonist
CCCCSCCCNC(=S)Nc1ccccc1C	-4	1	3	-2	9	2.4	-6	-12	6
Cn1cc(/C=C2\SC(=S)N(NC(=O)c3ccccc3Cl)C2=O)c2ccccc21	1	4	4	2	-3	4.8	21	-4	7
Cc1ccc(CNC(=O)CC(C)S(=O)(=O)c2ccc3c(c2)NC(=O)CS3)o1 (centres undefined)	-9	3	-3	-1	4	-0.1	-15	7	-4
Cc1cc(NC(=O)c2ccc3nccnc3c2)ccc1Br	-8	20	12	3	-16	6.7	4	-5	10
COc1ccc(NC(=O)/C(C#N)=C\C=C\c2ccco2)cc1	1	2	-3	-1	2	1.3	9	1	-3
Cc1ccc2nc(-c3ccccn3)c(Nc3ccccc3C)n2c1	-5	-1	-2	-7	-4	-0.2	7	-13	-3
COc1ccc(-c2ccc3c(c2)C2CC3CCN2CCC#N)cc1 (centres undefined)	-5	15	-4	2	-3	4.0	8	-2	-16
CC(C)(C)C(=O)NC(=S)Nc1cccc(C(=O)O)c1	12	2	5	3	5	-0.3	2	-14	-19
CCN(CC)S(=O)(=O)c1ccc(C(C)NCC(=O)Nc2ccccc2C(=O)NC2CC2)cc1 (centres undefined)	-7	17	9	2	-24	7.0	11	-13	3
CC(C)C(=O)Nc1nnc(S(=O)(=O)N2CCCc3ccccc32)s1	0	6	2	0	-7	0.9	12	-11	-1
C#CCSc1n[nH]c(=O)n1-c1cccc(C(F)(F)F)c1	-14	1	7	1	-3	1.9	6	-11	5
